Compound activity (PubChem BioAssay)
KCNH2 3.1 inh – KCNH2 3.1 (human) potassium channel inhibition. U2OS KCNH2 3.1, thallium flux FluxOr; hits give low values. activity change, % (tested at about 1.8 µM). 340,000 tested, 0.95% active;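 active = maximum activity change below -70%; inconclusive = maximum activity change from -70% to -50%; inactive = maximum activity change above -50%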;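 note: thallium influx rate constant from kinetic fluorescence after stimulation buffer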
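Channel expression came from 3.1 mutant virus (1.77 x 10^8 /mL) applied to suspended U2OS cells for 4 h. Flux was tracked with FluxOr dye plus Red40 quencher, and kinetic rate constants normalized to controls.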
Coupling enz – counter-screen for Giardia aldolase inhibitors: coupling enzyme system | coupling enzyme system counterscreen, AmpLite Red fluorescence | activity change, negative = inhibition, % at 58.2 µM, hits read low | 290,000 tested, 0.67% active; in the data active = activity change below about -30%
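Final compound at 57.5 uM, incubated 10 min at RT with coupling enzyme reagent (glyceraldehyde-3-phosphate), then 20 min with substrate and AmpLite Red detection. Fluorescence read at 525/598 nm; tests interference with the coupling assay, not aldolase inhibition.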
BCR signal inh – inhibitors of chronic active B-cell receptor signaling; ABC-DLBCL IkBa-CBG/CBR reporter, luminescence ratio, 4 h; Potency, µM (titrated, usually from 46.1 µM), for the others: at the top dose ratio change, negative = lower green/red ratio, most hits filed as inhibitors; 340,000 tested, 0.05% active; AID 493014; active = well fitted inhibition curve with a large enough effect in the signal ratio, with a control signal flat, not every such curve was filed as active; inconclusive = small, poorly fitted or top-dose-only effect, or effect the other way, or a change in a side signal; the % refers to the signal ratio;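 note: potency is the fitted concentration of half-maximal effect; plate controls were basal doxycycline-induced cells for no effect and cells given 10 µM MG132 for full effect; MG132 reads +100%, hits lower the ratio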
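Cell line TMD8 (human ABC DLBCL), stably expressing tet-inducible CBG68-IkBa fusion and CBR; IMDM/0.5% FBS; cpd up to 46 uM; dox induction, 4 h, 37C/5% CO2; dual luminescence; green/red ratio; MG132 control.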
Eya2 phos inh – Eya2 (human) phosphatase inhibition; Potency, µM (titrated, usually from 76.9 µM), for inactives: at the top dose activity, negative = inhibition, hits mostly inhibitors; AID 488837; recombinant Eya2, OMFP fluorescence dephosphorylation (OMFP is methylfluorescein phosphate); 330,000 tested, 0.006% active; O00167; note: potency is the fitted concentration of half-maximal effect
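Eya2 protein (added as 0.2 uM solution) was preincubated with compound for 10 min at ambient temperature in 50 mM HEPES pH 7.5, 50 mM NaCl, 5 uM MgCl2, 0.05% BSA, 1 mM DTT. OMFP (added at 50 uM) then reacted 10 min; fluorescence read at 485/525 nm.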
uPA surface inh – blocks generation of uPA at the cell surface; AID 540303; Potency, µM (doses to about 38.3 µM), for inactives: at the highest dose activity change, negative = inhibition, usual class: inhibitors; cell surface uPA generation assay, qHTS; 330,000 tested, 0.31% active; active = well fitted inhibition curve with a large enough effect; inconclusive = small, poorly fitted or top-dose-only effect; inactive = no such curve, though single readings can be large or run the other way; tested in mouse RAW 264.7 cells; note: potency is the fitted concentration of half-maximal effect; nearly all actives have a fitted effect of over 55% in size
hERG WT inh – blocks the wildtype human KCNH2 potassium channel. Q12809. U2OS, BacMam KCNH2, thallium flux FluxOr; hits give low values. activity change, % at 1.84 µM. 340,000 tested, 0.37% active;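 active = maximum activity change below -70%; inconclusive = maximum activity change between -70% and -50%; inactive = maximum activity change above -50%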
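U2OS cells were transduced with wild-type KCNH2 virus (2.03 x 10^8 / mL) for 4 h at room temperature, then cultured overnight at 37 C. Thallium flux was read with FluxOr dye. Rate constants were normalized to DMSO controls.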
GALK inhibitor – inhibitors of human galactokinase; P51570; Purified GALK, Kinase-Glo residual ATP luminescence; Potency, µM (titrated, usually from 57.5 µM), for inactives: at the highest dose activity change, negative = inhibition, hits mostly inhibitors; 270,000 tested, 0.007% active; AID 1868; note: potency is the fitted concentration of half-maximal effect
Target sequence (P51570 whole entry, looked up): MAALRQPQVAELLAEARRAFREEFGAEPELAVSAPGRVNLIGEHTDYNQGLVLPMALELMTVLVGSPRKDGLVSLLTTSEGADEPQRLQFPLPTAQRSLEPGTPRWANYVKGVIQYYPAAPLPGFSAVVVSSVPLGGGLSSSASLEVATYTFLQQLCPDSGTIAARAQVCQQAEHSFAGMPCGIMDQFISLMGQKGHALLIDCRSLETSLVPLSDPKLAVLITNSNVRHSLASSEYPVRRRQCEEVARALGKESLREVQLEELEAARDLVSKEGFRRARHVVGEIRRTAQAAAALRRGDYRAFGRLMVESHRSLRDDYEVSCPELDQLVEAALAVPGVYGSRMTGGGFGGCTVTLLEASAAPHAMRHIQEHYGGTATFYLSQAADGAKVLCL
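ATP-depletion format; final 35 uM ATP, 100 uM D-galactose, 5 nM enzyme; pH 8.0 HEPES/Mg2+ buffer; 60 min RT; luminescence read 10 min after detection reagent.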
USP2a inh – USP2a (human) protease inhibition. O75604. USP2 core, Ub-CHOP2 coupled fluorogenic reporter, 485/531. Potency, µM (titrated, usually from 38.3 µM), for inactives: at the top dose activity change, negative = inhibition, actives largely listed as inhibitors. 330,000 tested, 0.01% active. AID 463254;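 note: potency is the fitted concentration of half-maximal effect; plate controls were DMSO wells for no effect and full inhibition by NEM control for full effect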
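Cell-free coupled assay: 10nM USP2 core preincubated 30min RT with compound in Tris-HCl pH 8.0/CaCl2/CHAPS buffer, then 25nM Ub-CHOP2 and 25nM reporter substrate; fluorescence (Ex 485/Em 531) read after 60min RT, normalized to NEM inhibition, concentration-response curves fitted.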
Giardia kill – Giardia lamblia killing; Giardia lamblia trophozoite viability; activity change, % at 7.66 µM, hits read low; 340,000 tested, 0.15% active; in the data active = activity change below about -80%; inconclusive = between about -30% and that limit;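 note: parasites exposed to compound for two days anaerobically before the ATP read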
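Trophozoites 100 cells/well + cpd; 48 hrs, 37 deg C, anaerobic. ATPLite 1-Step added, 15-30 min RT, luminescence read (ATP-based viability).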
B2AR arrestin – beta2AR (human) beta-arrestin recruitment activity; P07550; beta-arrestin recruitment to beta2AR, cell-based reporter; Potency, µM (doses to about 46.1 µM), for inactives: at the top dose activation, hits mostly activators; 330,000 tested, 0.02% active; AID 492947;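 note: potency is the fitted concentration of half-maximal effect; 0% = DMSO controls and full agonism = EC100 isoproterenol or metaproterenol; nearly all actives have a fitted effect of over 65% in size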
PKM2 activator – PKM2 (human) enzyme activation | Potency, µM (top dose mostly 57.5 µM), for inactives: top-dose activation, most hits filed as activators | P14618 | 260,000 tested, 0.34% active | purified PKM2, Kinase-Glo ATP luminescence, activation; response scale: 0% is enzyme alone, no compound | AID 1631; note: potency is the fitted concentration of half-maximal effect; nearly all actives have a fitted effect of over 55% in size
Target sequence (P14618 whole entry, looked up): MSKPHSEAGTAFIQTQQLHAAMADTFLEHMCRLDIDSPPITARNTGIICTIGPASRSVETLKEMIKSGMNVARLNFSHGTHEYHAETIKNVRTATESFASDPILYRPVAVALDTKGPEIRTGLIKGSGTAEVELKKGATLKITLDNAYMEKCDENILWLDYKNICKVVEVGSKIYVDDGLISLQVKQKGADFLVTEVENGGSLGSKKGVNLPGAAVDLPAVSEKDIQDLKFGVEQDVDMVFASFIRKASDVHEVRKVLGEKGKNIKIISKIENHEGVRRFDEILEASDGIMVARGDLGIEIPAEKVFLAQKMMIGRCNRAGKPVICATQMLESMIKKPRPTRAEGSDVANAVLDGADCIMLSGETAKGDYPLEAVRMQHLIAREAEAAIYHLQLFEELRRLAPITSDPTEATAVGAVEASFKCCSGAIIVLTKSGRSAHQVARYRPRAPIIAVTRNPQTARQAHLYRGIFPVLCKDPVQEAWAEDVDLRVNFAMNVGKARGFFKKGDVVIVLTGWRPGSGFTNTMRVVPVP
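Kinase-Glo luminescence reports ATP generated from ADP (0.1 mM) and PEP (0.5 mM) by purified hPK-M2 after 1 h at room temperature, pH 7.2 imidazole buffer; intermediate enzyme activity allows detecting inhibitors and activators.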
* marks the source's active call; other numbers are inactive results; ? = inconclusive; / = not tested or not shown; [ ] = dose if it differs, or a comment. Unless noted, calls come from the whole dose curve; as a rule, active = well fitted curve in the direction sought with a large enough effect; inconclusive = small, poorly fitted or top-dose-only effect, or another doubt; inactive = no such curve, though single readings can be large; an effect the other way counts as inactive or inconclusive. Unless noted, % is set by controls: 0 for no effect and ±100 for the full control effect.

SMILES,Giardia kill,uPA surface inh,Coupling enz,PKM2 activator,Eya2 phos inh,BCR signal inh,GALK inhibitor,B2AR arrestin,KCNH2 3.1 inh,USP2a inh,hERG WT inh
O=C1c2ccccc2C(=O)N1CCCCSc1nnc2ccccn12,-9,3%,-1,-4%,7%,-3%,0%,-1.1%,12,0%,4
Cn1c(C(=O)OC(C(=O)NC2CCCCC2)c2cccnc2)cc2sccc21 (configuration not stated),-6,-4%,-6,7%,34%,-28%,1%,0.5%,-16,0%,-3
O=S(=O)(Nc1ncnc2c1oc1ccccc12)c1ccc(Cl)s1,7,-5%,3,-2%,-5%,2%,-3%,-0.2%,1,3%,5
CCc1ccc(OCC(=O)N2CC(C(N)=O)Oc3ccccc32)cc1 (configuration not stated),-19,-3%,-1,/,-13%,?,-3%,-0.2%,-1,1%,0
CCCOC(=O)COC(=O)c1ccccc1NC(=O)c1ccccc1,13,-4%,1,-2%,-3%,?,1%,-0.9%,16,-4%,-16
CCOc1ccc(N2CC(C(=O)Nc3ccccn3)CC2=O)cc1 (configuration not stated),4,-2%,1,-3%,13%,14%,0%,0.0%,-16,0%,-1
COC(=O)c1ccccc1CSc1nsc(C)c1C#N,-4,-6%,9,/,11%,-1%,/,-0.9%,3,5%,-5
Cc1c(C)c2ccc(OCC(=O)N3CC[C@@]4(O)CCCC[C@H]4C3)c(C)c2oc1=O,2,10%,1,1%,3%,-13%,/,-1.2%,-15,2%,-12
Cc1ccc(C)c(CN2CCC(CNC(=O)Nc3cccc(Cl)c3C)CC2)c1,9,4%,2,/,-16%,0%,-4%,-0.4%,-23,4%,7
O=C(O)c1cc(S(=O)(=O)NC(CO)C(O)c2ccc([N+](=O)[O-])cc2)ccc1Br (configuration not stated),14,5%,3,6%[11.5 µM],-1%,2%,-6%,-0.8%,15,3%,-7
CC(C)C(=O)Nc1cccc(NC(=S)NC(=O)c2ccccc2Cl)c1,-7,-2%,2,6%,?,?,-1%,-0.7%,5,0%,1
CCN(C(=O)COC(=O)c1ccc(SC)cc1OC)C1CCS(=O)(=O)C1 (configuration not stated),-11,-5%,/,/,-40%,-14%,/,-0.2%,-2,5%,3
Cc1ccc(S(=O)(=O)N2CCN(C(=O)COC(=O)/C=C/c3ccccc3)CC2)c(C)c1,23,-10%,/,/,6%,0%,/,-0.9%,-3,2%,0
Cc1cnc(C(=O)OCC(=O)N(CC(C)C)C2CCS(=O)(=O)C2)cn1 (configuration not stated),-26,3%,/,/,0%,0%,/,-0.1%,1,2%,0
COC(=O)C1CCN(C(=O)COC(=O)c2oc3ccc(OC)cc3c2C)CC1,2,-1%,1,0%,-3%,-2%,3%,-1.2%,0,-5%,-14
O=C(Nc1ccc(C(F)(F)F)cc1)c1ccccc1Br,9,2%,-5,-4%,2%,?,4%,0.6%,14,0%,-4
CC1CCCN(S(=O)(=O)c2cccc(-c3cn4cccnc4n3)c2)C1 (configuration not stated),5,1%,1,2%,0%,-6%,-4%,10%,-110*,3%,7
Cc1cnc(C(=O)OCC(=O)Nc2c(Cl)cc(Cl)cc2Cl)cn1,6,9%,/,/,1%,-1%,/,-0.2%,19,-3%,0
C/C(=N\N=C\c1cccc(F)c1)c1nnn(-c2nonc2N)c1C,-7,-4%,3,4%,-1%,5%,1%,-0.4%,-16,4%,1
Cc1ccc(/C=C/C(=O)N2CCN(S(=O)(=O)c3ccc(C)c(C)c3)CC2)o1,11,-7%,1,?,2%,4%,0%,11%,-15,4%,-1
OCCN1CN=C(Nc2nc3ccccc3s2)NC1,9,0%,-2,-2%,-3%,-1%,-2%,-0.4%,2,3%,-4
COc1ccc(C2C(C(=O)c3ccc(C)o3)=C(O)C(=O)N2Cc2cccnc2)cc1 (configuration not stated),2,7%,3,/,17%,0%,0%,0.4%,5,4%,5
CC1CCCC(NC(=O)CSc2nnc(-c3cccnc3)n2N)C1C (configuration not stated),16,3%,/,/,-3%,-1%,/,-0.4%,-11,0%,-3
COc1ccc(CCNc2c(C=O)c(=O)[nH]c3ccccc23)cc1OC,-11,10%,-1,-1%,-11%,-7%,3%,0.0%,-4,0%,-14
COc1ccc(NS(=O)(=O)c2cc(NC(=O)C3CC3)ccc2N2CCCCC2)cc1,-25,-13%,-5,6%,0%,0%,7%,0.4%,6,3%,-6
CON(C)c1nc(OCCNC(=O)COc2ccc(Cl)cc2C)nc(N(C)C)n1,2,2%,4,-1%,-6%,?,0%,-0.1%,0,2%,4
Cc1ccc(-c2noc(C3CCCN(C(=O)c4c(F)cccc4F)C3)n2)cc1 (configuration not stated),-5,-4%,0,0%,-13%,-2%,2%,0.3%,3,-7%,-7
COc1ccc([C@@H](OC)[C@@]2(Cc3ccc(O)cc3)N=C(N)N(C)C2=O)cc1,6,-26%,/,/,2%,1%,/,0.2%,6,0%,2
Cc1cccc(C)c1NC(=O)CNC(=O)c1ccc2nc[nH]c2c1,?,0%,/,/,15%,-16%,/,-0.2%,4,1%,0
CC(C)CNC(=S)Nc1ccccc1F,22,-7%,6,-20%,-5%,-3%,2%,-0.7%,7,1%,-2

(cont.)
SMILES,Giardia kill,uPA surface inh,Coupling enz,PKM2 activator,Eya2 phos inh,BCR signal inh,GALK inhibitor,B2AR arrestin,KCNH2 3.1 inh,USP2a inh,hERG WT inh
COc1ccc(NC(=O)/C=C2\SC(=O)NC2=O)cc1,-8,-16%,5,-13%,10%,?,1%,0.0%,-6,-1%,-9
Cc1cccc(C)c1NC(=O)C(C)Sc1n[nH]c(-c2ccncc2)n1 (configuration not stated),-19,0%,-2,/,6%,-4%,-4%,0.0%,1,0%,0
COc1ccc([C@@H]2CC=C(C(=O)O)[C@H](c3cccc(Cl)c3)N2S(=O)(=O)c2ccccc2C)cc1,-13,-7%,/,/,37%,7%,/,-1.1%,10,3%,-6
O=C(NC1CCCCC1)C(c1ccccn1)N(C(=O)c1csnn1)c1ccccc1F (configuration not stated),12,5%,-1,-2%,-19%,1%,1%,-0.4%,-31,3%,-1
Cc1ccc(Cl)cc1NC(=O)c1cc2ccccc2cc1O,0,?,-4,18%,-3%,?,/,0.0%,-11,2%,-2
Cc1ccc(NC(=O)COC(=O)CN2C(=O)C3CCCCC3C2=O)cc1C (configuration not stated),4,-9%,/,/,-11%,3%,/,-0.2%,-3,-3%,11
Cc1cc(NC(=O)C2CCCCC2)nc2c1c(=O)oc1ccccc12,-28,7%,3,12%,-4%,5%,/,-0.1%,-16,0%,-7
Cc1cc(C)n2nc(SCCC(=O)NCCc3ccccc3)nc2n1,-6,5%,-1,-7%,6%,12%,0%,-0.9%,17,2%,0
NC(=O)c1cc(S(=O)(=O)NCc2cccc(Br)c2)cs1,-5,6%,/,/,-3%,0%,-3%,0.1%,-4,2%,-17
COc1ccc(NC(=O)CSc2nnc(-c3cccs3)n2C)cc1OC,-8,-11%,4,8%,-6%,4%,-1%,-0.4%,-6,-8%,-13
O=c1[nH]n2c(=O)c3c([nH]c2c1N=Nc1ccccc1)CCC3,-20,-2%,8,8%,-4%,?,2%,-2.2%,11,-2%,9
O=C(O)c1ccc2nnn(O)c2c1,3,0%,3,-10%,23%,-1%,/,0.0%,7,0%,1
CC(C)(C)c1ccc(S(=O)(=O)C(C)(C)C)cc1,14,7%,1,0%,3%,-3%,6%,-0.3%,0,1%,-1
Nc1nc(-c2ccco2)c(-c2ccco2)s1,15,-3%,-10,22µM*,-10%,?,6%,-0.5%,/,1%,6
